Assay outcomes deposited in PubChem by National Center for Advancing Translational Sciences (NCATS).
D2 antagonist = D2 dopamine receptor (human) antagonism; P14416; HEK293 TREx D2 cells, calcium flux, dopamine EC80; inhibition, % at 10 µM; hit rate 2% among 340,000; AID 485344; in the data active means inhibition above about 30%; further: 0% is about no effect
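HEK293 T-REx D2 cells, tet-induced, calcium dye no-wash. Cpd pintool add, 180 s kinetic, then EC80 DA, 180 s kinetic. Ca flux read.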
mIDH1 inhibitor = inhibitors of human mutant IDH1 R132H; O75874; IDH1-R132H enzyme, NADPH consumption, diaphorase/resazurin fluorescence; Potency, µM (series often up to 76.6 µM), for the others: at the highest dose activity change, negative = inhibition, actives largely listed as inhibitors; hit rate 0.093% among 390,000; further: potency means the concentration at half of the fitted maximal effect; on the % scale 0 is the no-effect control and ±100 the full control effect; nearly all actives have a fitted effect of over 65% in size
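IDH1-R132H (0.5 ug/mL) preincubated 30 min with compound, then NADPH (0.016 mM) and alpha-KG (2 mM) added; 80 min at RT, pH 7.5. Remaining NADPH coupled via diaphorase/resazurin to fluorescence (540/590 nm); concentration-response curves normalized to no-enzyme control.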
TRHR ag = activates the human TRH receptor. P34981. TRHR cells, calcium flux fluo-8, FDSS agonist mode. activation, % at 2 µM. hit rate 0.18% among 360,000; in the data active means activation above about 30%; further: 0% is about no effect
Target sequence (P34981 whole entry, looked up): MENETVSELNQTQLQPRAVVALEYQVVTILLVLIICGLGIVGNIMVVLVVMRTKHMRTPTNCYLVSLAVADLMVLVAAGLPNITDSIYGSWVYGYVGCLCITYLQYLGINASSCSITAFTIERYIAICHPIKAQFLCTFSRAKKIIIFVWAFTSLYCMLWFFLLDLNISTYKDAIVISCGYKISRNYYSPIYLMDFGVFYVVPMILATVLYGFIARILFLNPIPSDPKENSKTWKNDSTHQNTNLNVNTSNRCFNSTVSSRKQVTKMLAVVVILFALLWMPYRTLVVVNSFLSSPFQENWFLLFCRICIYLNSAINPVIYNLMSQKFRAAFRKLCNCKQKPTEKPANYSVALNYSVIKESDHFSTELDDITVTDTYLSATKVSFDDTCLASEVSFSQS
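In this calcium-flux screen, cells bearing human TRHR are dye-loaded with fluo-8, baselined for 10 cycles, then exposed to library compounds; positive kinetic calcium responses during the agonist phase mark hits, with TRH as control.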
PI4K2A inh = PI4K2A (human) kinase inhibition; purified PI4K2A, ADP-Glo luminescence, 1 h; stronger effect = lower value; activity change, negative = inhibition, % at 76.9 µM; hit rate 0.13% among 420,000; in the data active means activity change below about -50%; inconclusive means mostly about -30% to -49%;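 further: -100% = wells without enzyme as full effect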
Target sequence (Q9BTU6 whole entry, looked up): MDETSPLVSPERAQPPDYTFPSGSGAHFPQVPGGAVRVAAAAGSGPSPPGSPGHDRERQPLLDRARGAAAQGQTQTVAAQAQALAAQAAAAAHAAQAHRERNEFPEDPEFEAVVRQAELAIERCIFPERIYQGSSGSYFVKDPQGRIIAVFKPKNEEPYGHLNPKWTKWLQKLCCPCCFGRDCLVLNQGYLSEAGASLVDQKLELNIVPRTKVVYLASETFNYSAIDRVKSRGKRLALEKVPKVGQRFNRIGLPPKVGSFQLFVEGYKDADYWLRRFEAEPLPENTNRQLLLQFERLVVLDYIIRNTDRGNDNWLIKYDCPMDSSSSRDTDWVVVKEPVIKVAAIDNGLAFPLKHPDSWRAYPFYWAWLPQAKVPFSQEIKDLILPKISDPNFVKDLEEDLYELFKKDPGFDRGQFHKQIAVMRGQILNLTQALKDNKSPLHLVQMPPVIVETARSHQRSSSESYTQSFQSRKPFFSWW
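In this quantitative HTS, ADP production by PI4K2A was quantified luminescently after 1 h at ambient temperature; 100 microM adenosine served as plate-quality control.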
USP1 inh = blocks the human USP1/UAF1 deubiquitinase complex; recombinant USP1/UAF1, Ub-Rhodamine cleavage fluorescence; Potency, µM (highest dose often 57.1 µM), inactives show at the top dose activity change, negative = inhibition, actives largely listed as inhibitors; hit rate 0.23% among 390,000; further: potency means the concentration at half of the fitted maximal effect; on the % scale 0 is the no-effect control and ±100 the full control effect; nearly all actives have a fitted effect of over 60% in size; inactives centre near -12
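Step one: compound is pinned into 1nM USP1/UAF1 in HEPES pH 7.8 buffer with TCEP. Step two: 15 min room-temperature incubation. Step three: Ub-Rho (150nM final) starts cleavage, tracked by fluorescence over six one-minute reads.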
TrxR1 substrate = rat thioredoxin reductase 1 substrate activity; purified TrxR1 substrate turnover, NADPH consumption readout; Potency, µM (series often up to 114 µM), for inactives: at the highest dose activity change, negative = substrate turnover; hit rate 0.01% among 390,000; AID 588456; further: potency means the concentration at half of the fitted maximal effect; on the % scale 0 is the no-effect control and ±100 the full control effect; nearly all actives have a fitted effect of over 50% in size
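Rat TrxR1, dispensed at 90 nM, was prereduced with 400 uM NADPH (final) for 5 min at ~22 deg C, then incubated with compound 15 min before 400 uM selenite. A first-read NADPH fluorescence drop versus no-compound background flagged substrates.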
TRHR enhancer = allosteric enhancers of human TRH receptor; P34981; TRHR cells, fluo-8 calcium fluorescence, EC20 TRH enhancement; enhancement, % at 2 µM; hit rate 0.66% among 360,000; in the data active means enhancement above about 30%; further: 0% is about no effect
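TRHR-expressing cells loaded with fluo-8 calcium dye were read kinetically (ex 480/em 530) during compound addition, then stimulated with an EC20 of TRH (10 nM final). Enhancement of the Gq-mediated intracellular calcium response was scored.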
TrxR1 inh = inhibitors of rat thioredoxin reductase 1 | O89049 | recombinant rTrxR1, NADPH fluorescence consumption, selenite substrate | Potency, µM (titrated, usually from 114 µM), for the others: at the highest dose activity change, negative = inhibition, most hits filed as inhibitors | hit rate 1% among 390,000 | AID 588453; further: potency means the concentration at half of the fitted maximal effect; on the % scale 0 is the no-effect control and ±100 the full control effect; nearly all actives have a fitted effect of over 65% in size
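Rat TrxR1 (90 nM in the dispensed reagent) was pre-reduced with 400 uM NADPH for 5 min at room temperature, then incubated with compound for 15 min. After 400 uM selenite was added, NADPH fluorescence (Ex 340/Em 450 nm) was followed for 8 min.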
D2 agonist = activates the human D2 dopamine receptor | activation, % at 2 µM | hit rate 0.53% among 340,000 | HEK293 T-REx D2 cells, calcium flux agonist mode;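 active means activation over 3 SD above normal in the single-dose calcium agonist read, cut at about 30% in these data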; further: 0% is about no effect
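Tetracycline-induced HEK293 T-REx cells with force-coupled D2 receptor, plated overnight at 30 C, loaded with no-wash calcium dye. After a 10 s baseline, compound was pin-added and calcium flux read kinetically for 180 s; calcium rises flagged agonists.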
* marks the source's active call; other numbers are inactive results; ? = inconclusive; / = no result given; & = joins results of further samples; [ ] = remark or other dose. Unless noted, the call rests on the fitted dose curve; in most records, active means well fitted inhibition curve with a large enough effect; inconclusive means small, poorly fitted or top-dose-only effect; inactive means no such curve, though single readings can be large or run the other way.

Values run as follows: TRHR ag, D2 antagonist, D2 agonist, USP1 inh, TrxR1 inh, mIDH1 inhibitor, TrxR1 substrate, PI4K2A inh, TRHR enhancer
- O=c1[nH]c(CSc2ncc(-c3ccc(F)cc3)n2Cc2ccco2)nc2ccccc12
→ -0.4, -1, -0.3, ?, 13%, -8%, -3%, -2, -5
- COc1ccccc1COC(=O)N/C=C/c1ccco1
→ -0.1, -5, 1.0, -17%, -15%[57.1 µM], -1%, -4%[57.1 µM], 5, -4
- CCOc1cc(/C=C2\C(=O)N(CCC#N)N=C2C)ccc1OCC(N)=O
→ 0.9, -6, 2.2, -25%, -6%, 10%, -8%, -14, 1
- CC(C)(C)NC(=O)NC(=O)COC(=O)Cc1c(F)cccc1Cl
→ -0.2, -4, 0.9, -12%, 13%[57.1 µM], -7%, 5%[57.1 µM], 2, 4
- CC(C)n1c(C(F)(F)F)nc2cc(C(=O)N3CCC(O)CC3)ccc21
→ 0.4, -11, 0.5, 0%, -8%, -12%, -2%, 3, -2
- COc1oc(-c2ccccc2C)nc1C(F)(F)F
→ 0.2, 0, 1.8, -15%, 19%[57.1 µM], 11%, 2%[57.1 µM], 1, -3
- Clc1ccc(CSc2nnc(/C=C/c3ccccc3)o2)cc1
→ -0.8, -4, -1.1, -14%, 17%[57.1 µM], 2%, 10%, -3, 1
- COC(=O)/C(C(C)=O)=C(/C=C/C=C/N(C)C)N(C)C
→ 2.1, -6, 0.3, -10%, -25%, 3%, -12%, 2, -8
- CCNC(=O)NC(=O)C(C)OC(=O)CCCc1nc2ccccc2s1 (configuration not stated)
→ -1.1, 19, -0.8, -15%, 13%, -6%, -1%, -1, 1
- COc1ccc(-c2nc3ccccc3n3c(-c4ccccc4)c4c(=O)n(C)c(=O)n(C)c4c23)cc1
→ -0.6, /, -0.9, -17%, 36%[activator], 22%, 7%, 0, 6
- CCc1cc(C(=O)N2CCOCC2)c(NC2=NS(=O)(=O)c3ccccc32)s1
→ 0.7, 8, 0.4, -19%, -15%[57.1 µM], -1%, 6%[57.1 µM], -2, 4
- COCCn1c(C)cc(C(=O)CSc2cc(C)c3ccc(OC)cc3n2)c1C
→ 0.4, 1, 2.8, -27%, -15%, 1%, -11%, 0, 1
- N#Cc1ccccc1COC(=O)c1ccc(Br)o1
→ -0.1, 2, -0.4, -15%, 3%, -11%, -5%, 1, -1
- COc1ccc2cc(C(C)C(=O)Nc3cccc(S(=O)(=O)N(C)C)c3)ccc2c1 (configuration not stated)
→ 0.6, -17, 0.2, -20%, 22%[57.1 µM], -7%, 4%[0.0914 µM], 0, 3
- COc1ccc(Nc2nc(N)nc(CN3CCN(c4ccc(F)cc4)CC3)n2)cc1
→ -0.2, 17, 43*, -23%, 7%, -1%, -1%, 2, 1

Continuation:
Values run as follows: TRHR ag, D2 antagonist, D2 agonist, USP1 inh, TrxR1 inh, mIDH1 inhibitor, TrxR1 substrate, PI4K2A inh, TRHR enhancer
- COc1ccc([N+](=O)[O-])cc1NC(=O)c1ccc(C)o1
→ -0.3, 5, -0.6, -21%, -12%[11.4 µM], 0%, -2%[11.4 µM], 1, 3
- COC(=O)c1ccc2c(=O)[nH]c(CSc3nc(C)cs3)nc2c1
→ -0.1, 23, 0.5, -20%, 0%[57.1 µM], -1%, -2%[57.1 µM], 1, 5
- COc1ccc(OC)c(C2CC(=O)c3c([nH]c(C(=O)OC(C)C)c3C)C2)c1 (configuration not stated)
→ -0.9, -4, 0.7, -20%, -1%, 9%, 2%, -3, 4
- Cc1cc(C)nc(SCC(=O)Nc2ccc(S(=O)(=O)Nc3cc(C)on3)cc2)n1
→ /, /, /, -6%, 6%, 6%, 3%, 5, /
- CC(C)CCN(C)C1CCN(S(=O)(=O)c2ccc(F)cc2)CC1
→ -0.1, -7, 0.3, -9%, -9%, -4%, -7%, -7, -3
- CN1CCN(CCCN(Cc2cccs2)C(=S)Nc2ccc(Cl)cc2)CC1
→ 0.8, 11, -1.8, -20%, 29%[57.1 µM], 3%, -11%[57.1 µM], 6, -2
- CC(Sc1nnc(N)s1)C(=O)Nc1ccc2c(c1)OCO2 (configuration not stated)
→ 0.1, -7, -0.3, 1%, 7%, -9%, -14%[57.1 µM], -6, -2
- O=C(CC(c1ccccc1)c1cc(Cl)ccc1O)N1CCOCC1 (configuration not stated)
→ 0.7, -23, 1.5, -21%, 1%[57.1 µM], -3%, 9%[57.1 µM], 1, 2
- Cc1cc(NC(=O)COc2ccc(N(C)S(=O)(=O)c3ccccc3)cc2)no1
→ 0.0, 29, -1.0, 1%, -4%, 1%, -7%, -7, -3
- COc1ccc(S(=O)(=O)NCCOc2ccc(Cl)cc2)cc1
→ -0.4, -18, 0.2, -17%, 22%, 1%, -4%, -3, 3
- O=[N+]([O-])c1ccc(NCc2ccc3c(c2)OCO3)cc1
→ -1.8, -8, -0.1, -25%, 4%, 6%, 0%, -1, -6
- COc1ccc(CNCc2cc(OC)ccc2OC)cc1
→ -0.1, -15, -2.7, -14%, 8%, -1%, 4%, 5, 1
- Cc1ccc(S(=O)(=O)N/N=C/c2ccc(C#N)cc2)cc1
→ -0.2, 3, -3.1, -18%, -1%[11.4 µM], 11%, -5%[57.1 µM], 1, -3
- COc1ccccc1C1(O)CCN(CC(=O)Nc2c(C)nn(C)c2C)CC1
→ -0.4, 4, -0.6, -15%, 16%, -1%, 11%, 5, 6
- CCOc1ccc(CCNC(=O)COC(=O)CNC(=O)c2ccc(Br)o2)cc1OCC
→ -0.5, 6, 0.1, -16%, 13%[57.1 µM], -9%, 4%, -3, -3

The results go on.
Values run as follows: TRHR ag, D2 antagonist, D2 agonist, USP1 inh, TrxR1 inh, mIDH1 inhibitor, TrxR1 substrate, PI4K2A inh, TRHR enhancer
- CCN(CC)CCOC(=O)c1ccc(NC(=O)CCn2c(=O)oc3ccccc32)cc1
→ 0.1, /, 0.0, -19%, 7%, 4%, -4%, -4, 8
- COC(=O)C1=C(C(=O)OC)[C@@H]2N(Cc3ccccc3)c3ccccc3[C@@]23C[C@@H](CO)N(C(=O)NC2CCCC2)C3=N1
→ -0.3, -11, -0.7, -35%, 6%, -12%, 0%, 1, 2
- Cc1ccc(NC(=O)N(Cc2nc3ccccc3c(=O)[nH]2)Cc2cccs2)cc1
→ 0.5, 2, 0.1, -18%, -6%, 2%, -8%, 0, 7
- COCCNc1nc(-c2ccc(OC)cc2)c(-c2ccc(OC)cc2)s1
→ 0.5, -11, 0.9, -25%, 17%, 8%, -3%, -4, 0
- COc1cc(/C=C2/SC(=S)N(CC(=O)Nc3nc4ccccc4s3)C2=O)cc(OC)c1OC
→ 3.0, 1, -0.6, ?, -3%, 0%, -8%, -5, 6
- CCC(CC)c1nnc(NC(=O)C2=COCCO2)s1
→ 0.6, -13, 0.3, -19%, 6%[57.1 µM], -5%, 5%[57.1 µM], 2, 36*
- CCCCC(=NCCc1c(C)[nH]c2ccccc12)C1=C(O)CC(c2ccccc2)CC1=O (configuration not stated)
→ 0.2, 0, 0.4, -20%, 36%, -13%, -1%, 3, 5
- CC(C)Oc1nnnn1-c1ccccc1
→ 0.5, 11, 1.0, -4%, 21%, 0%, 7%, -12, -3
- Nc1nnc(SCC(=O)NN2C(=O)NC3(CCCCC3)C2=O)s1
→ 0.1, -3, -0.2, -12%, -15%, -3%, -2%, 3, -5
- Cc1c(-c2ncn[nH]2)sc(C#N)c1-c1ccccc1
→ -0.7, /, /, -21%, 4%[57.1 µM], -7%, -3%[57.1 µM], -3, 0
- Cc1nnc(NC(=O)CSc2nnc(CC(=O)Nc3ccccc3F)n2C)s1
→ 0.1, -5, 0.3, -13%, 13%, -7%, 0%, -4, -9
- Cc1nc2c(c(=O)c3ccccc3n2C)c(=O)n1-c1ccccc1
→ 0.6, -6, 0.4, -20%, 7%[57.1 µM], 16%, -2%[57.1 µM], 3, -8
- CCc1nc2ccc(C(=O)N3CCN(c4cc(C)ccc4C)CC3)cc2nc1CC
→ -0.2&0.3, 9, -0.4&1.2, ?, 16%&1%[57.1 µM], 3%&-27%, 4%&-8%[57.1 µM], -3&1, 2&0

10 consecutive records out of the list so far, quoted:
Values run as follows: TRHR ag, D2 antagonist, D2 agonist, USP1 inh, TrxR1 inh, mIDH1 inhibitor, TrxR1 substrate, PI4K2A inh, TRHR enhancer
- Cc1ccc(NC(=O)N(Cc2nc3ccccc3c(=O)[nH]2)Cc2cccs2)cc1
→ 0.5, 2, 0.1, -18%, -6%, 2%, -8%, 0, 7
- COCCNc1nc(-c2ccc(OC)cc2)c(-c2ccc(OC)cc2)s1
→ 0.5, -11, 0.9, -25%, 17%, 8%, -3%, -4, 0
- COc1cc(/C=C2/SC(=S)N(CC(=O)Nc3nc4ccccc4s3)C2=O)cc(OC)c1OC
→ 3.0, 1, -0.6, ?, -3%, 0%, -8%, -5, 6
- CCC(CC)c1nnc(NC(=O)C2=COCCO2)s1
→ 0.6, -13, 0.3, -19%, 6%[57.1 µM], -5%, 5%[57.1 µM], 2, 36*
- CCCCC(=NCCc1c(C)[nH]c2ccccc12)C1=C(O)CC(c2ccccc2)CC1=O (configuration not stated)
→ 0.2, 0, 0.4, -20%, 36%, -13%, -1%, 3, 5
- CC(C)Oc1nnnn1-c1ccccc1
→ 0.5, 11, 1.0, -4%, 21%, 0%, 7%, -12, -3
- Nc1nnc(SCC(=O)NN2C(=O)NC3(CCCCC3)C2=O)s1
→ 0.1, -3, -0.2, -12%, -15%, -3%, -2%, 3, -5
- Cc1c(-c2ncn[nH]2)sc(C#N)c1-c1ccccc1
→ -0.7, /, /, -21%, 4%[57.1 µM], -7%, -3%[57.1 µM], -3, 0
- Cc1nnc(NC(=O)CSc2nnc(CC(=O)Nc3ccccc3F)n2C)s1
→ 0.1, -5, 0.3, -13%, 13%, -7%, 0%, -4, -9
- Cc1nc2c(c(=O)c3ccccc3n2C)c(=O)n1-c1ccccc1
→ 0.6, -6, 0.4, -20%, 7%[57.1 µM], 16%, -2%[57.1 µM], 3, -8
